# Compound activity (PubChem)
# BoNT A protease – BoNT A light chain protease inhibition | inhibition, % at 10 µM | multiplex microsphere protease substrate cleavage, flow cytometry | hit rate 0.17% among 360,000; in the data active = inhibition above about 30%; inconclusive = no clear call, values can overlap the other calls; note: plate controls were buffer without enzyme for full effect and enzyme alone for no effect
# UGM FP inh – Mtb UDP-galactopyranose mutase inhibition; P9WIQ1; purified UGM, fluorescence polarization probe displacement; inhibition, % at 10 µM; hit rate 0.06% among 320,000; in the data active = inhibition above about 10%, passing the limit was not always enough; inconclusive = no clear call, values can overlap the other calls
# Target sequence (P9WIQ1 whole entry, looked up): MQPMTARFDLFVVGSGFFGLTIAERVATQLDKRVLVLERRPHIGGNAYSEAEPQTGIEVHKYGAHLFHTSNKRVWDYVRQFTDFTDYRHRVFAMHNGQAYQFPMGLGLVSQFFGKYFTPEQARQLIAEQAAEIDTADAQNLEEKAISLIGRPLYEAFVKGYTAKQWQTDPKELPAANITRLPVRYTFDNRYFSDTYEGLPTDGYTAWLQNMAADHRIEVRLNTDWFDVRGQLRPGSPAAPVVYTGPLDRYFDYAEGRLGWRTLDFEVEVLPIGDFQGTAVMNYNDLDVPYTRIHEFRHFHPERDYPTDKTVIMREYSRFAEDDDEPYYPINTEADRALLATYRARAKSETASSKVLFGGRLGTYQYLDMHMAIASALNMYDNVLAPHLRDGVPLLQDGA
# FadD28 binding – M. tuberculosis FadD28 bisubstrate binding inhibition; hit rate 0.22% among 360,000; inhibition, % at 12.5 µM; FadD28 bisubstrate probe binding, fluorescence polarization; in the data active = inhibition above about 8.5%, passing the limit was not always enough; inconclusive = no clear call, values can overlap the other calls
# GDH-TPI counter – counter-screen for M. tuberculosis FBA inhibitors: GDH-TPI coupled enzymes. AID 588335. inhibition, % at 4.8 µM. hit rate 1.2% among 360,000. GDH-TPI coupled enzyme counterscreen, NADH absorbance;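 note: 0% = DMSO wells and 100% = wells lacking the enzyme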
# CCHF vOTU inh – blocks the CCHF virus ovarian tumor domain protease; AID 651958; hit rate 0.55% among 370,000; inhibition, % at 11.5 µM; CCHFV vOTU protease, Pep-AMC fluorescence; note: 0% = vehicle wells with enzyme and 100% = no enzyme wells
# BioA inh – inhibitors of Mycobacterium tuberculosis BioA enzyme | purified M. tuberculosis BioA enzyme, plate reader | inhibition, % at 9.99 µM | hit rate 0.096% among 360,000; in the data active = inhibition above about 40%; inconclusive = no clear call, values can overlap the other calls
# BoNT F protease – BoNT F light chain protease inhibition; hit rate 0.22% among 360,000; AID 588497; Multiplex microsphere protease cleavage assay, flow cytometry; inhibition, % at 10 µM; in the data active = inhibition above about 35%, passing the limit was not always enough; inconclusive = no clear call, values can overlap the other calls; note: plate controls were buffer without enzyme for full effect and enzyme alone for no effect
# PrPC surface inh – reduces human prion protein on the cell surface; inhibition, % at 13.8 µM; cell surface PrPC, TR-FRET read-out; hit rate 0.43% among 370,000; in the data active = inhibition above about 24%; note: 0% = median of the test wells and 100% = reference compound wells
# FBA Mtb inh – inhibitors of M. tuberculosis fructose-bisphosphate aldolase | hit rate 2.3% among 360,000 | P9WQA3 | AID 588726 | purified M. tuberculosis FBA, fluorescence read-out | inhibition, % at 1 µM; in the data active = inhibition above about 27%;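 note: 0% = vehicle and 100% = reference inhibitor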
# Target sequence (P9WQA3 whole entry, looked up): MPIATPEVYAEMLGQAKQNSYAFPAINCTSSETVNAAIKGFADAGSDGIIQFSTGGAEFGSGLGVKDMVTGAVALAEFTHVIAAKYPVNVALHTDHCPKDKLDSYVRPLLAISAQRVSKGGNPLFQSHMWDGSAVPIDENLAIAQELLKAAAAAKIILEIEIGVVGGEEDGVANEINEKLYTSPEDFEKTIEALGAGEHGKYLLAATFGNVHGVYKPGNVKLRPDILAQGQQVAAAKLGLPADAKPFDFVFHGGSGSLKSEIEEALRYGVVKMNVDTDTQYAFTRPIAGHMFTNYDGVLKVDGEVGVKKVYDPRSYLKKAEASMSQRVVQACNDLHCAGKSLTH
# The depositor's hits bear a star; ? = inconclusive; / = not tested or not shown; + = active, no number. Cut-off read from the data, not from the text of the source, unless noted: active = inhibition above about 30%; inactive = the rest.
SMILES,BoNT A protease,UGM FP inh,FadD28 binding,GDH-TPI counter,CCHF vOTU inh,BioA inh,BoNT F protease,PrPC surface inh,FBA Mtb inh
Cc1ccnc(Sc2ncccc2[N+](=O)[O-])n1,-0.3,-1.9,-1.7,6.7,17.3,0.7,9.3,-29.2,0.8
Cc1cc(C)n2nc(SCC(=O)N(C)Cc3ccccc3)nc2n1,0.8,-0.9,3.2,2.0,-5.2,3.1,1.9,5.6,2.4
CCc1ccc(OCCOC(=O)Nc2ccccc2)cc1,-1.0,1.0,0.1,8.4,-7.6,-1.5,?,-3.2,-1.1
CCOC(=O)c1ccccc1NC(=O)c1cc2sccc2n1C,1.5,1.2,0.1,31.6*,-3.1,/,1.7,2.5,6.9
COc1cc(OC)cc(-c2noc([C@@H]3O[C@H](CO)[C@H](O)[C@H](O)[C@H]3O)n2)c1,-0.7,/,-0.8,4.5,-5.9,-1.8,-9.6,3.0,-0.8
CCn1c2ccccc2c2cc(NC(=O)CSc3nnc(-c4cccc(OC)c4)n3N)ccc21,0.3,-4.3,-2.4,0.3,10.6,-0.7,-3.8,2.9,1.6
Cc1cc(C)n(-c2cc(Cl)cc(Cl)c2)c(=O)c1C#N,-0.2,0.5,-1.9,15.1,-0.2,/,7.2,0.6,0.2
O=C(O)c1ccc(O)cc1O,-0.3,0.4,-2.9,4.2,-1.5,-0.8,-9.0,0.0,0.0
CCOc1ccc(NC(=O)CC2C(=O)N(C)C(=S)N2Cc2ccco2)cc1 (configuration not stated),-0.7,-1.3,0.1,3.6,9.8,-1.2,2.7,7.5,2.2
CCc1ccc(CN2CCC(Oc3cc(C(=O)NC4CC4)ccc3OC)CC2)cc1,0.1,/,-0.5,11.7,-0.6,-0.6,2.4,-17.6,1.9
COc1cccc(OC)c1C(=O)N1CCN(S(=O)(=O)c2ccccc2)CC1,-0.2,-0.9,-4.1,-2.2,-0.4,-0.8,-0.1,-5.4,16.3
Cn1ncc(Br)c1NC(=O)Nc1ccc(Cl)cc1,-2.1,1.3,-1.2,-3.0,/,0.2,-5.0,/,3.6
CCOC(=O)C1=C(COC(=O)Cc2ccccc2)NC(=O)NC1C (configuration not stated),2.1,1.1,-0.5,-7.4,-4.1,0.5,4.9,4.2,1.1
Cc1ccccc1N=C1c2cc([N+](=O)[O-])ccc2-c2ncccc21,-0.3,-1.0,-0.3,19.2,-5.9,-1.9,-1.5,-35.1,-6.6
C/C(=N\NC(=S)Nc1c(C)cccc1C)c1cc2ccccc2o1,-2.8,-1.1,-0.9,18.9,6.3,/,-18.7,12.2,1.0
Cc1cc(OC(C)C(=O)N/N=C/CC(C)c2ccccc2)ccc1Cl (configuration not stated),0.2,-1.1,-0.5,-1.0,5.8,-2.8,7.4,-2.5,1.0
CCc1nc(SCC(=O)NCc2ccco2)c2c3c(sc2n1)CCCC3,-1.7,-1.0,-3.9,-1.0,1.6,-3.1,-10.8,-2.6,-0.6
Cc1cccc(C)c1-n1nnnc1-c1nc2cc3ccccc3cc2[nH]c1=O,14.4,/,/,/,-0.5,/,11.7,8.8,/
O=C(c1cnc(-c2ccccc2)s1)c1ccc(Cl)cc1Cl,?,0.7,-0.1,10.9,0.0,-1.1,-3.2,-0.8,1.3
O=S(=O)(NC1CCCCC1Sc1ncccn1)c1ccccc1 (configuration not stated),-0.1,-4.2,-1.1,8.0,0.8,-0.9,-1.3,0.1,1.5
O=C(NNc1c2ccccc2nc2ccccc12)c1ccc(Cl)cc1,-4.5,1.8,1.5,9.9,-2.6,-2.5,-38.9,-0.8,18.2
CNC(=O)[C@@]1(Cc2ccccc2)C=C[C@@H](C)N1C(C)=O,0.3,-0.1,-2.7,-5.7,2.2,-2.7,-4.0,-1.0,-0.3
O=C(CCc1ccccc1)Nc1sc2c(c1C(=O)O)CCCC2,0.3,0.5,2.5,7.4,13.2,0.7,0.5,0.1,6.5
Cc1ccccc1-c1cnc(C(O)c2ccccc2)[nH]1 (configuration not stated),-0.6,/,-3.5,-3.1,2.4,-0.3,-1.8,-1.1,-2.0
Cc1ccc(OCc2cc(C(=O)N3CCCCCCC3)no2)cc1C,2.0,-1.5,-1.9,1.3,7.0,0.2,0.8,-5.6,-0.1

# Compound profiles (already shown). Order of screens: BoNT A protease	UGM FP inh	FadD28 binding	GDH-TPI counter	CCHF vOTU inh	BioA inh	BoNT F protease	PrPC surface inh	FBA Mtb inh
# CCc1ccc(OCCOC(=O)Nc2ccccc2)cc1 across the screens: -1.0	1.0	0.1	8.4	-7.6	-1.5	?	-3.2	-1.1
# COc1cccc(OC)c1C(=O)N1CCN(S(=O)(=O)c2ccccc2)CC1 across the screens: -0.2	-0.9	-4.1	-2.2	-0.4	-0.8	-0.1	-5.4	16.3
# C/C(=N\NC(=S)Nc1c(C)cccc1C)c1cc2ccccc2o1 across the screens: -2.8	-1.1	-0.9	18.9	6.3	/	-18.7	12.2	1.0
# O=S(=O)(NC1CCCCC1Sc1ncccn1)c1ccccc1 (configuration not stated) across the screens: -0.1	-4.2	-1.1	8.0	0.8	-0.9	-1.3	0.1	1.5

# Next part.
SMILES,BoNT A protease,UGM FP inh,FadD28 binding,GDH-TPI counter,CCHF vOTU inh,BioA inh,BoNT F protease,PrPC surface inh,FBA Mtb inh
CC1CC(C)CN(C(=O)C(C)N2CCN(S(=O)(=O)c3ccc(Br)s3)CC2)C1 (configuration not stated),-0.1,-0.7,-1.8,4.2,7.5,0.6,-5.5,4.9,0.8
CC(C)NC(=O)Cn1c(SCC(=O)NC2CCCC2)nc2ccccc21,-1.1,-1.6,-2.7,-9.3,7.4,1.1,-3.5,1.0,-0.1
O=C(Nc1ccc(F)c(Cl)c1)C1CCCCC1,-0.4,3.3,-1.9,1.2,7.4,-1.7,-1.1,5.3,0.0
Cc1c(C(=O)N(C)C)c2ccc(Cl)cc2n1O,0.6,-2.1,-2.7,10.7,-4.7,0.1,0.1,-1.7,-2.4
CC(=O)c1cccc(NC(=O)COc2cc3oc(=O)c(CC(C)O)c(C)c3cc2Cl)c1 (configuration not stated),0.3,-3.3,-1.0,20.1,11.1,/,-0.7,4.8,22.9
COc1cc(OC)cc(C(=O)N2CCN(C3CCN(Cc4ccccc4)CC3)CC2)c1,-0.5,0.6,-0.1,7.5,4.1,/,-6.2,-3.7,2.5
O=C(NCc1ccc(F)cc1)C1CCCN(S(=O)(=O)c2cccnc2)C1 (configuration not stated),1.1,-2.9,-0.2,8.1,10.2,0.9,-2.0,3.6,1.8
O=C(Cc1ccc(Cl)cc1)N/N=C1\CCCc2ccccc21,0.3,3.0,-3.4,6.7,3.4,/,-0.1,5.0,-1.2
CN1CCN(C(=O)c2ccc(-n3cccn3)nc2)CC1,-0.3,-1.9,-1.0,-1.0,11.7,/,-1.6,6.2,-3.2
Cc1ccc(S(=O)(=O)N2CCN(C(=O)c3nn(C(C)C)c(=O)c4ccccc34)CC2)cc1C,0.3,3.0,-0.6,1.7,7.9,0.3,12.7,-3.1,0.5
CCOc1ccc2nnnn2n1,-1.3,-0.6,-1.4,-3.8,0.9,-0.9,-4.6,4.3,1.1
CC(=O)c1cc(C)ccc1OC(=O)c1cccc2nc(C)oc12,0.2,-0.4,-1.7,12.0,4.1,-0.5,1.6,3.7,12.7
CN1CCc2nc(N)c(C#N)c(-c3ccccc3)c2C1,1.2,5.2,-3.4,19.4,-9.5,-1.2,-1.3,-7.8,4.7
Cn1cccc1/C=N/NC(=O)Cc1ccccc1,?,-0.1,-4.1,23.9,-10.2,-0.4,?,-0.6,-2.3
O=C(COc1ccc(Br)cc1)N1CCN(Cc2ccncc2)CC1,0.1,/,-2.1,1.7,17.5,0.4,5.5,2.8,1.5
CCN(CC)Cc1c(O)c(Cl)cc2c3c(c(=O)oc12)CCCC3,0.2,3.1,0.6,15.1,-210.9,5.2,0.4,5.4,+
COc1cccc(NC(=O)N2CCCC2)c1,-0.2,-0.5,-3.6,4.1,-1.0,-0.4,-4.5,1.5,-1.4
COc1cc(CN2C[C@@H](CO)O[C@@H](n3cnc4c(N5CCN(C)CC5)ncnc43)C2)cc(OC)c1OC,-0.2,/,-0.7,1.3,-3.6,0.2,-3.3,-4.8,-1.1
Cc1cccc(C(=O)N2CCC(=O)N([C@H](COCc3cccc(Cl)c3)Cc3ccccc3)CC2)c1,0.2,/,/,/,9.5,/,-1.6,4.5,/
CCOC(=O)C(CC)n1cnc2c(nnn2-c2ccc(OC)cc2)c1=O (configuration not stated),7.0,2.7,-4.3,-11.2,-14.3,3.2,7.4,-5.3,2.0
S=c1[nH]nc(-c2ccccc2)c2ccccc12,1.7,-0.8,-3.4,8.6,22.1,2.2,-4.7,0.5,0.6
NC(=O)C1(N2CCCCC2)CCN(C2CC(=O)N(Cc3cccs3)C2=O)CC1 (configuration not stated),0.6,1.4,-1.7,5.2,5.8,-1.1,?,-2.9,-6.6
CC1(O)CC(c2ccc(Cl)cc2)=NN1C(=O)c1ccc([N+](=O)[O-])cc1 (configuration not stated),-0.6,1.2,1.5,11.2,2.8,/,-3.8,-21.8,-2.0
O=C(OCc1nc2ccsc2c(=O)[nH]1)c1ccc(Cl)nc1,-0.1,0.7,-1.7,2.1,16.5,2.2,3.5,-6.3,0.2
O=C(O)c1ccccc1C(c1ccc(O)cc1)c1ccc(O)cc1,-0.8,-1.1,-0.6,5.5,6.6,-1.0,-13.2,-6.0,4.7

# Next section, starting with the last 3 of the part before.
SMILES,BoNT A protease,UGM FP inh,FadD28 binding,GDH-TPI counter,CCHF vOTU inh,BioA inh,BoNT F protease,PrPC surface inh,FBA Mtb inh
CC1(O)CC(c2ccc(Cl)cc2)=NN1C(=O)c1ccc([N+](=O)[O-])cc1 (configuration not stated),-0.6,1.2,1.5,11.2,2.8,/,-3.8,-21.8,-2.0
O=C(OCc1nc2ccsc2c(=O)[nH]1)c1ccc(Cl)nc1,-0.1,0.7,-1.7,2.1,16.5,2.2,3.5,-6.3,0.2
O=C(O)c1ccccc1C(c1ccc(O)cc1)c1ccc(O)cc1,-0.8,-1.1,-0.6,5.5,6.6,-1.0,-13.2,-6.0,4.7
Cc1ccc(S(=O)(=O)N2CCN(C(=O)CCc3nc4ccccc4c(=O)[nH]3)CC2)c(C)c1,-1.8,-0.3,-1.6,-9.2,8.6,2.0,-10.7,-9.0,1.9
CCC(C)(O)C(=O)OC1C(=O)OC2CC3C(C)=CC(=O)C(O)C3(C)C3C4(O)OCC23C1C(C)C4O (configuration not stated),0.4,/,-3.5,6.9,16.5,/,-4.6,83.1*,7.9
CNS(=O)(=O)c1cccc2cccnc12,-0.6,2.2,-0.9,11.9,12.3,0.1,3.0,1.6,3.1
CCOc1ccc(S(=O)(=O)N(C)c2ccc(OCC(=O)Nc3nc(-c4cc(OC)ccc4OC)cs3)cc2)cc1,0.2,-0.6,-4.5,18.9,7.3,-1.5,4.2,-5.1,1.3
O=C(O)c1cccc(NS(=O)(=O)c2cccc(C(=O)Nc3ccccc3[N+](=O)[O-])c2)c1,-1.6,5.3,-4.2,20.0,13.3,0.0,11.2,-8.5,-2.9
CC(=O)N1CCN(CCN=CC2=C(O)CC(c3ccco3)CC2=O)CC1 (configuration not stated),1.1,1.7,-0.9,16.4,-3.9,-1.8,-11.1,2.4,-4.9
CCCCN1C(=O)C(C2c3ccccc3C(=O)N2Cc2ccccc2)C(=O)NC1=S (configuration not stated),1.2,0.4,-1.6,-8.3,1.0,-0.7,3.7,2.6,-1.9
Cc1c(C(=O)NCc2ccc3c(c2)OCO3)oc2ccccc12,4.4,0.5,-7.1,-0.6,-2.3,1.1,3.2,5.5,1.1
Cc1ccc(-c2nnc(SCC(=O)Nc3ccc4c(c3)OCCO4)n2N)cc1,-0.3,0.7,-3.4,2.5,7.0,-1.7,-2.1,1.1,-0.1
Cc1cc(C)nc(N2N=C(CSc3ccc(Cl)cc3)CC2=O)n1,-0.8,-1.7,1.6,-4.9,-9.3,/,-5.3,13.9,1.6
COc1cccc(C(=O)N2CCN(C(=O)c3cccs3)CC2)c1OC,0.2,1.4,-2.3,4.0,4.3,0.2,-0.3,-2.2,3.1
CCCC(=O)Nc1ccc(N2CCN(C(=O)CCC)CC2)cc1,-0.3,-3.2,-4.3,4.0,-1.2,8.7,-0.4,-3.4,-12.6
CCOc1nc2c(c(=O)n(C)c(=O)n2C)n1Cc1ccccc1Cl,-0.4,1.5,-2.0,-1.1,9.0,0.1,-1.1,1.2,-0.7
COc1ccc2c3c(cccc13)C(=O)CC2,11.1,79.0*,47.4*,8.8,-11.8,/,-8.2,-6.9,-3.0
